# TTR transcr act: TTR transcription activation, primary screen | SH-SY5Y TTR promoter Gaussia luciferase, luminescence; 100% = recombinant luciferase protein wells | activation, % at 16.7 µM | 92,000 tested, 1.3% active;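 active means activation above the mean of all tested compounds plus 3 SD, cut at about 9.5% in these data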;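 further: cells exposed to compounds for one day before reading; 0% = median of all test compound wells on the plate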
# * = called active by the depositor. An excerpt (hit frequency here may not be typical).
# Start of the data: the first two entries (preview)
TTR transcr act | Structure
-0.9 | CSc1ccc(CN2C(=O)NC3(CCCCCCC3)C2=O)cc1
2.5 | S=C(NCc1ccco1)Nc1cc(-c2ccccc2)[nH]n1

# The whole of this part, previewed entries included:
TTR transcr act | Structure
-0.9 | CSc1ccc(CN2C(=O)NC3(CCCCCCC3)C2=O)cc1
2.5 | S=C(NCc1ccco1)Nc1cc(-c2ccccc2)[nH]n1
0.0 | Cc1ccccc1C(=O)N1CCC(C(=O)O)CC1
-1.3 | CCSC1=C(C#N)C(c2ccccc2OC)CC(=O)N1 (stereo not given)
0.1 | Cc1cc(C)c(NC(=O)COC(=O)C2CCCCC2)c(C)c1
1.9 | COc1ccc(NC(=O)COC(=O)C2CCN(S(=O)(=O)c3cccs3)CC2)cc1OC
-0.6 | CCOC(=O)c1ccc(CNCc2ccc(Br)cc2)cc1
-2.6 | O=C(CN1C(=O)S/C(=C\c2ccc(Cl)cc2)C1=O)NCCCn1ccnc1
3.0 | COc1ccc(CCN=C(N)NS(=O)(=O)c2cccs2)cc1
-0.4 | Oc1ccc(C2C=C(c3ccc(F)cc3)Nc3ncnn32)cc1 (stereo not given)
0.8 | Cc1ccc(N2C(=O)C3CCC(C)(C2=O)C3(C)C)cc1 (stereo not given)
0.2 | CN(Cc1cccc(F)c1)C(=O)C1CC(=O)N(Cc2ccco2)C1 (stereo not given)
4.1 | CN(C)c1cccc(C(=O)NNC(=S)NC2CCCC2)c1
-2.6 | COC(=O)C(NC(C)=O)(Nc1nc2c(C)cc(C)cc2s1)C(F)(F)F (stereo not given)
-0.6 | CCOc1[nH]n(-c2ccccc2)c(=O)c1C=Nc1ccc(OC)cc1

TTR transcr act | Structure
0.3 | COCC(=O)Nc1cccc(-c2ccc3nncn3n2)c1
-1.4 | O=C(/C=C/c1cccs1)NNC(=O)c1cccc([N+](=O)[O-])c1
2.2 | Cc1ccc(S(=O)(=O)N2CCCC2C(=O)NCc2ccccc2Cl)cc1 (stereo not given)
-1.7 | NC(=O)C[C@H]1NC(=O)[C@H](CCC(=O)O)NC(=O)c2cc([N+](=O)[O-])cc(I)c2NCCC[C@@H](C(N)=O)NC1=O
2.7 | Cc1cc(-c2nnc(SCC(=O)c3ccc(F)cc3)o2)no1
1.8 | O=C(CCn1cccc1)NCCc1ccc(Cl)cc1
0.1 | CC(=O)Nc1cccc(Oc2nc(C)cc(C)c2C#N)c1
0.8 | O=c1ccc(=O)n(-c2ccccc2)[nH]1
2.2 | C[C@@H]1CCN(C2CC2)S(=O)(=O)c2c(cccc2N2CC[C@@H](N(C)C)C2)O1
-0.8 | O=C(O)c1ccc(N2CCCCC2)cc1O
-0.1 | COc1ccc(NC(=O)CCC(=O)c2cccs2)cc1S(=O)(=O)Nc1ccc(Cl)cc1
-0.9 | CCOC(=O)c1[nH]c(C)c(C(=O)N(C)Cc2ccccc2)c1C
0.1 | O=C(CCc1nc2ccccc2c(=O)[nH]1)NCc1ccco1
2.4 | O=C(Nc1nnc(COc2ccccc2)s1)c1ccco1
2.8 | Cc1cc(C)cc(NC(=O)C2CCN(C(=O)[C@@H]3Cc4ccccc4CN3)CC2)c1

TTR transcr act | Structure
1.9 | CN(CC(=O)Nc1ccc(Cl)cc1)CC(=O)Nc1cccc2ccccc12
0.7 | CCOC(=O)[C@]12CCCC=C1N(Cc1ccc(OC)cc1)C(=O)[C@@H]2CC(=O)NCCCN1CCCC1=O
-0.2 | COc1ccccc1NC(=O)C1=C(C)NC(=O)NC1c1ccccc1[N+](=O)[O-] (stereo not given)
-0.6 | c1ccc(-c2nnc(SCc3nc4ccccc4[nH]3)n2Cc2ccco2)cc1
0.0 | Cc1cc(-c2n[nH]c(=S)n2/N=C/C=C/c2ccco2)n[nH]1
-1.7 | C#CCOc1nc2c(c(=O)n(C)c(=O)n2C)n1Cc1ccccc1
-1.5 | O=C(COC(=O)/C=C/c1ccco1)Nc1cc(S(=O)(=O)N2CCOCC2)ccc1Cl
2.9 | CN(C(=O)c1ccccc1)C(=O)c1ccccc1
-1.5 | Nc1nc(SCC(=O)N2CCCc3ccccc32)[nH]c(=O)c1-c1ccccc1
0.8 | CCCCc1nc2cc(C(=O)N3CCCC3)ccc2o1
-1.0 | Cc1csc(SCc2ccc(C(=O)O)cc2)n1
1.5 | Cc1nc(NCC2CC2)c2nnn(Cc3ccccc3)c2n1
-1.2 | CN(C)C(=O)N1CCCC(C(=O)NCCc2ccccc2)C1 (stereo not given)
0.4 | COc1ccc(C(=O)N/C(=C/c2cccnc2)C(=O)Nc2cccc(C(C)=O)c2)cc1OC
3.9 | O=C(O)C1CCC(CNS(=O)(=O)c2ccccc2)CC1 (stereo not given)

TTR transcr act | Structure
0.7 | COc1ccc(/C=C/C(=O)N(CC(C)C)C2CCS(=O)(=O)C2)cc1 (stereo not given)
1.2 | O=C(c1ccc(S(=O)(=O)Nc2ccc(F)cc2)cc1)N1CCN(C(=O)c2ccco2)CC1
-1.2 | CN(C)c1ccsc1C(=O)NNS(=O)(=O)c1ccc(Cl)cc1
3.8 | CCCc1cc(=O)n2[nH]c(NCc3cccs3)nc2n1
0.1 | CCOc1ccc(CC(=O)C2=C(N3CCOCC3)CC(C)(C)CC2=O)cc1OCC
1.4 | C=CCN1C(=O)C(Cc2ccccc2Cl)SC1=Nc1ccc(C(=O)O)cc1 (stereo not given)
-2.8 | CN(c1cccc(NC(=O)c2ccc(C(C)(C)C)cc2)c1)S(C)(=O)=O
-2.5 | Cc1ccc(C(=O)NC(=S)Nc2ccccc2C(F)(F)F)cc1C
2.4 | CCC(CC)n1[nH]c(=O)cc1N
0.1 | CCOc1ccc(C(=O)NC2CC(C)(C)NC(C)(C)C2)cc1
-1.2 | CC(C)C(=O)NC(c1ccccc1)c1cc([N+](=O)[O-])c2cccnc2c1O (stereo not given)
0.2 | COc1ccc(C(=O)NNC(=S)NC(=O)c2cccc([N+](=O)[O-])c2)cc1
-0.5 | N#Cc1ccccc1S(=O)(=O)NC(=O)[C@H]1O[C@@H](n2cnc3c(N)ncnc32)[C@H](O)[C@@H]1O
1.2 | Cc1c(-c2cccs2)[n+](=O)c2c(n1[O-])CCCCC2
-0.7 | CCCCNC(=S)NNc1c(Cl)cc(Cl)cc1Cl

TTR transcr act | Structure
0.0 | NC(=O)c1nsc(C(=O)N(Cc2cccnc2)C(C(=O)NC2CCCC2)c2ccc(F)cc2)c1N (stereo not given)
1.1 | CCOC(=O)N1CCC2(CC1)NC(=O)c1ccccc1N2
1.6 | CC(C)N(C(=O)[C@H]1C[C@H](CC(=O)NCc2ccco2)C(=O)N2CCc3c([nH]c4cc(-c5ccco5)ccc34)[C@]12C)C(C)C
-1.1 | CCCc1c(-c2ccc(Cl)cc2)ncn1Cc1ccccc1OC
-4.7 | CCCCNc1c(-c2ccc(OC)c(SC3CCCCC3)c2)nc2cc(C)ccn12
-1.2 | CCOC(=O)c1oc2ccc(OC)cc2c1NC(=O)CN1CCN(C)CC1
-0.7 | CCN(CC)CCNCc1ccc(Br)cc1OCC(=O)NCc1ccccc1
-0.1 | COc1ccc(-n2c(SCC(=O)Nc3cccc(S(N)(=O)=O)c3)nc3ccccc3c2=O)cc1OC
-1.4 | COc1ccc(-c2cc(N3C(=O)Nc4ccccc4N3O)n[nH]2)c(OC)c1
-2.7 | CCC(=O)Nc1ccc(Cl)c(NC(=S)NC(=O)c2ccco2)c1
-0.5 | CC(C)CNC(=O)C(=O)NCC(c1ccc2c(c1)OCO2)N1CCOCC1 (stereo not given)
-0.9 | O=C(NC12CC3CC(CC(C3)C1)C2)c1cncc(O)c1
1.7 | Cc1ccc(NS(=O)(=O)c2cccc(C(=O)O)c2)cc1S(=O)(=O)N1CCCCC1
0.0 | CCCCC1N2CC3([N+](=O)[O-])CN1CC([N+](=O)[O-])(C2)C3(C)C (stereo not given)
0.6 | CCN1C[C@@H]2[C@@H]3C(=O)N(Cc4ccccc4)C(=O)[C@@H]3[C@](Cc3ccccc3)(C(=O)OC)N2C1=NC

# Next part; the last 2 above are carried over.
TTR transcr act | Structure
0.0 | CCCCC1N2CC3([N+](=O)[O-])CN1CC([N+](=O)[O-])(C2)C3(C)C (stereo not given)
0.6 | CCN1C[C@@H]2[C@@H]3C(=O)N(Cc4ccccc4)C(=O)[C@@H]3[C@](Cc3ccccc3)(C(=O)OC)N2C1=NC
2.3 | COC(=O)c1cc(C(=O)OCC(=O)NCc2ccc3c(c2)OCO3)cc([N+](=O)[O-])c1
-1.2 | O=C(Nc1cc(S(=O)(=O)N2CCCCC2)ccc1N1CCOCC1)c1ccc(F)cc1
3.8 | CC(=O)C1=C(C)NC(=O)NC1c1ccccc1OCC(=O)NCCc1ccccc1 (stereo not given)
-0.3 | S=c1[nH]nc(-c2cccs2)n1C1CCCCC1
1.7 | CN(CCC1CCOCC1)C(=O)CC1C(=O)NCCN1Cc1ccccc1F (stereo not given)
-4.6 | CSCC[C@H](NC(=O)OC(C)(C)C)c1nnc(SCc2cccc(F)c2)o1
-2.5 | CC(C)(C)c1ccc(C(=O)Nc2ccc3c(c2)C(=O)NC3=O)cc1
-1.9 | Cc1ccc2nc3n(c(=O)c2c1)-c1cc(Cl)ccc1C(=O)NC3Cc1ccc(O)cc1 (stereo not given)
2.5 | O=C(Cc1sc(-c2ccccc2)nc1-c1ccccc1)Nc1ccc(Cl)cc1
10* | COC(=O)c1ccc(NC(=O)CCN2CCCCC2)cc1
1.9 | COc1ccc(CNC(=O)N2CCN(c3ccccc3OC)CC2)cc1
-0.6 | Nc1cc[n+](CC(=O)c2ccccc2)cc1
2.4 | CC(Oc1cc2oc(=O)c3c(c2cc1Cl)CCCC3)C(=O)NCc1cccnc1 (stereo not given)
-1.3 | C=CCC[C@@H](Cc1ccc(F)cc1)C(=O)OC[C@@H](Cc1ccccc1)NC(=O)[C@H](CC=C)CC(=O)NCCO
-3.7 | COc1ccc(N(C)S(=O)(=O)c2cccc(C(=O)Nc3ccc(OC)nc3)c2)cc1

# 2 entries from above in another layout:
CC(=O)C1=C(C)NC(=O)NC1c1ccccc1OCC(=O)NCCc1ccccc1 (stereo not given)
  TTR transcr act: 3.8
S=c1[nH]nc(-c2cccs2)n1C1CCCCC1
  TTR transcr act: -0.3

# The list continues.
TTR transcr act | Structure
0.9 | COc1ccc(NC(=S)N/N=C2/CCCc3c(C)cc(C)cc32)cc1
-1.6 | CSCCC(C(=O)OCC(=O)c1ccc(C)c(C)c1)N1C(=O)c2ccccc2C1=O (stereo not given)
-2.1 | COc1ccc(CCC(=O)Nc2c(-c3ccc(N(C)C)cc3)[nH][nH]c2=O)cc1
-0.3 | Cc1ccc(S(=O)(=O)n2cc(-c3ccccc3)c3ccccc32)cc1
-1.7 | COc1ccc(S(=O)(=O)N2CCC[C@H]2C(=O)N2CCC[C@H]2C(=O)NCc2ccc(F)cc2F)cc1C
-7.3 | COc1cc(C2C(C#N)=C(N)N(Nc3ccccc3)C3=C2C(=O)CC(C)(C)C3)ccc1OCc1cccc(F)c1 (stereo not given)
-0.2 | Cc1ccc(S(=O)(=O)C2(C(=O)Nc3cccc(F)c3)CC2)cc1
-1.0 | O=C(c1ccc(N2CCOCC2)c([N+](=O)[O-])c1)N1CCN(Cc2ccccc2)CC1
-0.5 | COc1ccc(/C=C/C(=O)NCCSCc2ccco2)cc1OC
0.0 | Cc1cc(-n2ccnc2)n2c(nc3ccccc32)c1C#N
-1.1 | O=C(OCC#CCSc1nnc(-c2cccc3ccccc23)o1)c1ccc(F)cc1F
3.6 | Cc1cc(C)c(-c2noc(C(=O)OC(C)(C)C)c2C(=O)OC(C)(C)C)c(C)c1
-0.3 | Cc1ccc(C(=O)CSc2nnc3c4ccccc4nc(Cc4ccccc4)n23)cc1
2.1 | CCCCc1ccc(-c2ccc(Br)cc2)nc1
0.9 | COc1ccc(CN(C)C(=O)C2CCN(C(=O)Nc3ccccc3)CC2)cc1OC

TTR transcr act | Structure
-2.0 | COc1ccc(Oc2ccc(N/C=C/C(=O)C(C)(C)C)cc2)cc1
-0.2 | CCN1CCc2c(OCc3ccc(C(=O)OC)o3)cccc2C1=O
0.7 | CCOC(=O)C1(Cc2cccc(OC)c2)CCN(Cc2cccnc2)CC1
5.6 | CCOC(=O)c1cc2ccc3ccccc3c2s1
-0.8 | CCOC(=O)C(CC)Sc1ccc2nnc(CCNS(=O)(=O)c3ccccc3)n2n1 (stereo not given)
-1.3 | O=c1nc(Nc2ccc(OCc3ccccc3)cc2)sc2ncccc12
-0.6 | Cc1ccccc1-c1cc(C(=O)N2CCCC2)c2ccccc2n1
0.8 | CCOC(=O)c1sc2nc(SCC#N)n(CCCN3CCCC3=O)c(=O)c2c1C
1.9 | CCSc1n[nH]c(=O)[nH]c1=O
5.7 | COc1ccc(Cl)cc1N(CC(=O)NC(C(C)C)C(C)C)S(C)(=O)=O
-1.2 | C=CCSc1ncnc2sc(C)c(C)c12
0.4 | COC(=O)c1ccccc1COn1c(=O)c(C)[n+]([O-])c2ccccc21
1.1 | COc1ccc(-c2nc3c4ccccc4ccn3c2Cc2cccc(Cl)c2)cc1OC
-1.1 | Cc1ccc(-c2[nH][nH]c(=O)c(=O)c2N=Nc2ccccc2)cc1
-0.8 | COc1ccc(CCNc2nc(Cl)nc(NC(C)(C)CO)n2)cc1OC

TTR transcr act | Structure
2.0 | Cn1nc(C(=O)N2CCN(c3ccccc3)CC2)c2c1-c1ccccc1S(=O)(=O)C2
2.4 | O=c1[nH]cnc(O)c1C(c1ccc2c(c1)OCO2)c1c(O)nc[nH]c1=O
-3.2 | Cc1ccc(OCC(O)Cn2c(=N)n(Cc3ccccc3)c3ccccc32)cc1 (stereo not given)
-0.2 | CCN(CC)CCN1C(=O)C(O)=C(C(=O)c2cccs2)C1c1ccccn1 (stereo not given)
-1.7 | O=C(Nc1ccc(F)c(Cl)c1)C1CCCC1
0.7 | O=c1cc(CO)oc(CN2CCN(c3ccccc3)CC2)c1O
-1.3 | COc1ccc(C(=O)N2CCN(c3ccccc3)CC2)cc1S(=O)(=O)N1CCCC1
-1.0 | O=C(NCc1ccc2c(c1)OCO2)c1ccc2c(c1)C(=O)N(CC1CCCO1)C2=O (stereo not given)

# With a hit mark in TTR transcr act, among the entries above:
TTR transcr act | Structure
10* | COC(=O)c1ccc(NC(=O)CCN2CCCCC2)cc1

# High-throughput results from PubChem BioAssay.
